Compound activity: PubChem, Johns Hopkins Ion Channel Center
KCNQ2 block – KCNQ2 potassium channel inhibitors, primary screen, cell-based, CHO-K1, FluxOR thallium flux, B-score (AID 2156) | B-score at 10 µM | 20 min; hits give low values | 310,000 tested, 1.1% active | Potassium voltage-gated channel subfamily KQT member 2 (Rattus norvegicus), O88943;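 active = fluorescence ratio B-score at most minus 3 library SDs, with starting brightness B-score within 2 library SDs, cut at about -5.5 in these data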
Kir21 inh – inhibitors of mouse Kir2.1 inward-rectifier potassium channel | B-score at 10 µM | Inward rectifier potassium channel 2 (Mus musculus), P35561 | HEK293-Kir2.1, FluxOR thallium flux fluorescence; hits give low values | 310,000 tested, 0.85% active | AID 1672, 2009;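 active = fluorescence ratio B-score at or below minus 3 SD of library scores, with starting-brightness B-score within 2 SD, cut at about -4.2 in these data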;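 also: channel flux triggered by added potassium and thallium sulfate stimulus; B-score of peak minus minimum fluorescence over baseline after thallium stimulus; more negative B-score means stronger Kir2.1 block with less thallium influx; some compounds called inactive have numbers as strong as hits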
Target sequence (P35561 whole entry, looked up): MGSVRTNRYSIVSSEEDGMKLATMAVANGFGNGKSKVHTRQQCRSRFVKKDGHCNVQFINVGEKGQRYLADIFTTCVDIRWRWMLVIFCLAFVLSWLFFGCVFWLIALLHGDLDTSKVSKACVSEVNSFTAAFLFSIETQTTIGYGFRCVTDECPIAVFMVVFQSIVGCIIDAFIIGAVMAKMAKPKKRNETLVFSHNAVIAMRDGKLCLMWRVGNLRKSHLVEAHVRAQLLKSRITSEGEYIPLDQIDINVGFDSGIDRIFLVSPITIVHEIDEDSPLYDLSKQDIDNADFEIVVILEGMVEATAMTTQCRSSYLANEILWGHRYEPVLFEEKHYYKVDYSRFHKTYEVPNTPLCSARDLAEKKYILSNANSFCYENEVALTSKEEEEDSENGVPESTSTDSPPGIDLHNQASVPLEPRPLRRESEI
Numbers without * were called inactive; i = inactive. Not a hit list (roughly 1.8% active in at least one column).

SMILES	KCNQ2 block	Kir21 inh
COc1cc(C(=O)NCCC(=O)NC2CCCCC2)cc(OC)c1OC	i	0.16
CCOc1ccccc1NC(=O)c1ccccc1-c1ccccc1	-5.6*	-4.8*
Cc1c(CCO)c(=O)[nH]n1S(=O)(=O)c1ccccc1	i	0.02
CCCN1CCN(CCNC(=O)Nc2cc(C)ccc2C)CC1	i	0.89
O=C(Nc1ncc([N+](=O)[O-])s1)c1ccc2c(c1)OCO2	i	0.54
CC(=O)c1sc(NC(=O)C2CC(=O)N(Cc3ccco3)C2)nc1-c1ccccc1 (stereo unspecified)	i	0.9
Cc1cccc(NC(=O)C2CCCN(S(=O)(=O)c3c(C)nn(C)c3C)C2)n1 (stereo unspecified)	i	-0.33
COc1ccc(N2CCN(C(=O)CSc3nnc(C)c(=O)[nH]3)CC2)cc1	i	0.66
COc1ccccc1CN(C)C(=O)c1sccc1-c1ccccc1	-6.5*	-5.4*
C/C(=N\NC(=O)c1ccc(Cl)cc1)c1ccc2[nH]ccc2c1	i	-0.59
O=CC1=C(c2ccccc2)Oc2ccccc2O1	i	-7.6*
CCC(Sc1nc(C)cc(C)n1)C(=O)O (stereo unspecified)	i	1.4
O=C(c1ccc2snnc2c1)N1CCCC1	i	-0.09
COc1ccc(/C=N/NC(=O)c2sc(C)nc2C)cc1	i	-0.11
COc1ccc(S(=O)(=O)NC2CCCC2)c(OC)c1	i	-0.37
OCCSc1nc2ccccc2n1CCOc1ccccc1	i	-0.88
O=C(NCc1ccco1)c1nn2c(C(F)(F)F)cc(-c3cccs3)nc2c1Cl	i	0.81
CCCCn1c(N)c(N(Cc2ccccc2OC)C(=O)c2c(CC)noc2C)c(=O)[nH]c1=O	i	-0.27
N=C1SC(CC(=O)Nc2ccc([N+](=O)[O-])cc2)C(=O)N1c1ccccc1 (stereo unspecified)	i	0.53
Cc1ccc(SCC(=O)OCC(=O)N(CCC#N)c2ccccc2)cc1C	i	-1.9
CC(C)C(=O)NC(=S)Nc1ccccc1F	i	1.2
O=C(Nc1nnc(SCc2c(Cl)cccc2Cl)s1)c1ccc2ncsc2c1	i	-0.71
COc1ccc(CCN2CC(O)=C(c3nc(C)cs3)C2=N)cc1OC	i	-1.6
CC(C)CC(C(=O)OCC(=O)Nc1cccc(Cl)c1)N1C(=O)C2CC=CCC2C1=O (stereo unspecified)	i	-0.37
COC(=O)CS(=O)(=O)c1nnc([C@H](Cc2ccccc2)NC(=O)OC(C)(C)C)o1	i	-2.9

Further results follow.
SMILES	KCNQ2 block	Kir21 inh
Cc1ccc(CNC(=O)C(=O)NCC2OCCN2C(=O)c2cccs2)cc1 (stereo unspecified)	i	-0.3
Cc1nn(C)cc1S(=O)(=O)Nc1ccc2c(c1)OCCO2	i	0.58
COc1cc(C(=O)Nc2nnc(Cc3ccccc3)s2)cc(OC)c1OC	i	-0.54
Cc1cc(N2CCOCC2)nc2ccc(NC(=S)NCc3ccc4c(c3)OCO4)cc12	i	-0.01
CC1=Nc2ccccc2/C1=C/c1sc(=S)n(-c2cccc(C(=O)O)c2)c1O	i	-6.3
CCSc1nnc(NC(=O)C2Cc3ccccc3CN2S(=O)(=O)CC)s1 (stereo unspecified)	i	0.27
CN(Cc1ccno1)C(=O)CC1C(=O)NCCN1CC(c1ccccc1)c1ccccc1 (stereo unspecified)	i	0.14
C=CCn1c(SCc2ccc(Cl)cc2)nc2cc(C(=O)N3CCC(C(N)=O)CC3)ccc2c1=O	i	-0.38
O=C(CSc1nc(C2CC2)nc2ccccc12)N1c2ccccc2Sc2ccc(C(F)(F)F)cc21	i	-0.12
O=C(CN1CCCCCC1)Nc1cc(C(F)(F)F)ccc1Cl	i	-0.34
CC1=NN(C(N)=S)C(=O)C1N=Nc1ccccc1O (stereo unspecified)	i	2.2
COc1ccc(Cc2nnc(NC(=O)c3ccco3)s2)cc1OC	i	-0.68
CCCCn1c(CCC(=O)O)nc2cc(S(=O)(=O)N(CC)CC)ccc21	i	1.2
CC(CC(=O)N(C)C1CCCCC1)S(=O)(=O)c1ccc2c(c1)NC(=O)CO2 (stereo unspecified)	i	-0.58
COc1ccc2cc(C(N)=O)c(=Nc3ccc(C)cc3)oc2c1	i	0.82
O=C(Nc1ccc(NC(=O)c2cccs2)cc1)c1cccnc1	i	-1.7
CC(C)(C)c1ccc(N2C(=O)Cc3c2nc(N)c(C#N)c3N)cc1	i	1.6
Cc1cc(SC2CCOC2=O)nc2ccccc12 (stereo unspecified)	i	1.1
O=C(c1cccs1)N1CCN(C(=O)C2CCCO2)CC1 (stereo unspecified)	i	0.92
COc1cc(/C=N/N=C(\N)c2nonc2N)cc(OC)c1OC	i	0.9
CN(CC(=O)Nc1cccc(Cl)c1)S(=O)(=O)c1ccc2c(c1)n(C)c(=O)c(=O)n2C	i	-1.1
CCO[C@@H]1OC(C(=O)Nc2ccccc2)=C[C@H](C2CC2)[C@H]1CCCO	i	-1.9
N#C/C(=C\Nc1ccccc1O)c1nc2ccccc2o1	i	-1.3
Cc1c(NC(=O)c2ccc3c(c2)OCO3)c(=O)n(-c2ccccc2)n1C	i	0.03
COc1ccc(C#Cc2c(-c3ccsc3)oc3ccc(N4CCOCC4)cc23)cc1	i	-1.6

Three structures already listed, ordered by molecular weight, rising.
SMILES	KCNQ2 block	Kir21 inh
O=C(c1ccc2snnc2c1)N1CCCC1	i	-0.09
C/C(=N\NC(=O)c1ccc(Cl)cc1)c1ccc2[nH]ccc2c1	i	-0.59
COC(=O)CS(=O)(=O)c1nnc([C@H](Cc2ccccc2)NC(=O)OC(C)(C)C)o1	i	-2.9

More records:
SMILES	KCNQ2 block	Kir21 inh
CCc1ccccc1NC(=O)NC1CC2CCC(C1)N2Cc1cccs1 (stereo unspecified)	i	-0.44
CCOC(=O)c1ccc(CN(Cc2ccc(C)cc2)S(=O)(=O)c2cccc([N+](=O)[O-])c2)cc1	i	0.17
CC1(C)Cc2c(c(N3CCOCC3)nc3sc(C(=O)Nc4cccc(Cl)c4)c(N)c23)CO1	i	0.67
Cc1ccc2[nH]c(O)c(N=Nc3ccccc3C)c2c1	i	0.62
CC(=O)c1cccc(NC(=O)C2CCCN(S(=O)(=O)c3cccc4cccnc34)C2)c1 (stereo unspecified)	i	-0.66
Cc1cc(N2CCN(c3ccccc3)CC2)nc(-c2ccccc2)n1	i	-1.6
COC(=O)C1C2C=CC(C3CC23)C1C(=O)OCC(=O)c1ccccc1 (stereo unspecified)	i	-2.6
Cc1cc(=O)nc2c3ccccc3n(CC(=O)NC3CCCCC3)n12	i	1.4
COc1ccc2nc(C)cc(N/N=C/c3ccc(F)cc3)c2c1	i	0.77
O=[N+]([O-])c1cn(-c2nc(-c3ccco3)cc(C(F)(F)F)n2)cn1	i	0.08
O=C(Cc1ccc([N+](=O)[O-])cc1)OCc1ccc([N+](=O)[O-])cc1	i	0.24
Cc1ccc(N=Nc2c(C)[nH]n(C(N)=S)c2=O)cc1C	i	1.6
COCCCNC(=O)c1cc(Sc2nnc(C)s2)nc2ccccc12	i	0.81
O=C(NC1CC1)C1=C[C@H](c2csc3ccccc23)C[C@H](OCc2ccc(CO)cc2)O1	i	-1.1
COC(=O)Cc1c(C(=O)OC)nnn1-c1cccc(C(F)(F)F)c1	i	-1.9
CC(Cc1cnccn1)NC(=O)c1cc(COc2ccc(F)cc2F)on1 (stereo unspecified)	i	-0.25
COc1ccc(-n2c(SCC(N)=O)nnc2-c2ccc(NS(=O)(=O)c3ccc(C)cc3)cc2)cc1	i	-0.02
Cc1ccn2cc(C(=O)NCc3ccco3)nc2c1	i	-0.94
Cc1ccc(C(=O)C(C)OC(=O)c2cc3cc([N+](=O)[O-])ccc3oc2=O)cc1 (stereo unspecified)	i	1.9
Nc1nnc(-c2ccccc2)s1	i	0.99
COc1ccccc1C(=O)Nc1ccc2c(c1)nc(CN1CCN(C(C)=O)CC1)n2C	i	0.56
C=CCN1CCN(C(c2cccc(OC)c2OC)c2nnnn2CCC(C)C)CC1 (stereo unspecified)	i	-0.67
Cn1c(=O)c2c(nc(NCCO)n2C)n(C)c1=O	i	0.47
CCCCOCCCNCc1cccn1CCN1CCOCC1	i	-1.4
Cc1ccc(-c2csc(NC(=O)c3cccc([N+](=O)[O-])c3C(=O)O)n2)cc1	i	-0.44

(next part)
SMILES	KCNQ2 block	Kir21 inh
CCc1nc2ccccc2nc1N1CCN(S(=O)(=O)c2ccccc2)CC1	i	1.3
O=C(CNc1ccccc1OC(F)F)N1CCc2ccccc21	i	0.54
CN(Cc1cccnc1)Cc1cn(C)nc1-c1cccc(Cl)c1	i	0.1
CC(C)c1ccc(NC(=O)NCc2ccccn2)cc1	i	-1.8
Cc1ccc(CNc2ccc3c(c2)ncn3C)cc1	i	0.81
O=C(Nc1ccccc1)Nc1scc2c1c(=O)oc1ccccc12	i	0.09
COc1cccc(CC2(CO)CCCN(Cc3ccc(C)s3)C2)c1 (stereo unspecified)	i	-2
C#CCOc1ccc(/C=C2/C(=O)ON=C2C)cc1Br	i	-0.61
COc1ccc(/C=N/NC(=O)c2ccco2)cc1COc1ccc(F)cc1	i	-1.1
Cc1ccc(S(=O)(=O)N(C)C)cc1NC(=O)COC(=O)Cc1cccs1	i	0
CC(C)CNC(=O)C(=O)NC1CCCC1	i	0.23
COc1ccc(NC(=O)COC(=O)c2ccc(OCc3ccc(Cl)cc3Cl)c(OC)c2)c(OC)c1	i	1.2
COCCn1c(C)cc(C(=O)CSc2nnc(-c3cccnc3)n2-c2ccccc2F)c1C	i	0.64
Cc1ccc(/C=C/C(=O)c2ccc(N3CCOCC3)cc2)s1	i	0.37
CC(=O)Nc1ccc(C(=O)NNC(=O)CCc2ccccc2)cc1	i	-0.45
O=C(Nc1ccccc1)C1CCCN1C(=O)Nc1ccccc1[N+](=O)[O-] (stereo unspecified)	i	-0.09
Cc1cc(C)n2nc(C(F)(F)F)c(-c3ccccc3)c2n1	i	-0.49
CCOc1cc2nc(-c3ccc(OC)c(OC)c3)nc(N3CC(C)OC(C)C3)c2cc1OC (stereo unspecified)	i	0.67
COc1ccccc1OCC(=O)Nc1ccccc1C(=O)NCc1ccco1	i	0.73
CSCCC(NC(=O)COc1ccccc1)C(=O)N1CCCCC1 (stereo unspecified)	i	1
CCOc1ccc(N(CCCCO)C(=S)NC(=O)c2ccc(C)c(Br)c2)cc1	i	0.29
CC(=O)Nc1ccc(NC2=CC(=O)CC(C)(C)C2)cc1	i	0.65
CC(C)CNc1nc(SCC(=O)Nc2ccccc2)nc(N2CCOCC2)n1	i	0.03
COc1ccc(OC)c(NC(=O)Cc2cccs2)c1	i	2.7
Cc1ccnc(N2C(=O)OC(C)(C)C2(C)O)c1 (stereo unspecified)	i	-0.81

Later entries:
SMILES	KCNQ2 block	Kir21 inh
Cc1ccc(S(=O)(=O)N(Cc2ccccc2Cl)C(=O)N2CCN(C)CC2)cc1	i	-0.25
O=C1C(Cl)=C(N2CCC(C(=O)O)CC2)C(=O)c2ccccc21	i	-0.09
COc1ccc(NS(=O)(=O)c2ccc(Cl)c(N)c2)cc1Br	i	-0.02
CC(=O)OC(C(=O)Nc1nccs1)c1ccccc1 (stereo unspecified)	i	1.2
CC1=C[C@@H](C)[C@@H](c2ccccc2)OC1=O	i	-1.1
CN(CCC#N)C(=O)COC(=O)C1c2ccccc2Oc2ccccc21	i	-1.9
CCn1c2ccccc2c2cc(NC(=O)CSc3nnc(-c4ccccc4OC)n3N)ccc21	i	-0.91
CCOC(=O)C1(Cc2ccccc2)CCN(Cc2cccn2-c2cccnc2)CC1	i	-0.38
CCC(=O)c1c[nH]c(C(=O)NCCCn2ccnc2)c1	i	-0.78
CCc1cccc(C)c1NC(=O)c1ccccc1	i	-0.23
CCN(Cc1ccccc1)C(=O)CN1C(=O)NC2(CC(C)CC(C)(C)C2)C1=O (stereo unspecified)	i	0.01
CCCCCCCn1ccc(=N)cc1	i	-0.99
CCCOc1ccc(C(=O)Nc2cc(-c3nn4c(C)nnc4s3)ccc2C)cc1	i	0.76
CCCCNC(=O)c1ccc(NS(=O)(=O)c2ccc3[nH]c(=O)[nH]c3c2)cc1	i	-0.09
CCCNC(=O)NC(=O)COc1ccc2oc3ccccc3c2c1	i	1.4
CCC(=O)NC(=S)Nc1cccc(C(C)=O)c1	i	0.86
Cc1ccc2sc(NC(=O)c3ccc(N4C(=O)CCC4=O)cc3)nc2c1C	i	-0.25
COc1ccc(-c2nc(SC)n(S(=O)(=O)c3ccccc3)n2)cc1	i	-1.4
O=C(CSc1nnc(Cc2ccccc2)o1)c1ccccc1	i	1.6
CCc1ccccc1NC(=O)c1ccccc1N1C(=O)C2C3C=CC(C3)C2C1=O (stereo unspecified)	i	-0.07
c1ccc(-c2nc(NCc3ccco3)c3ccccc3n2)cc1	i	-0.98
CCSc1ncc(C#N)c(=O)[nH]1	i	1.7

2 entries drawn at random from the list so far:
SMILES	KCNQ2 block	Kir21 inh
CCOC(=O)C1(Cc2ccccc2)CCN(Cc2cccn2-c2cccnc2)CC1	i	-0.38
CCC(=O)NC(=S)Nc1cccc(C(C)=O)c1	i	0.86

Kir21 inh, what is marked active above.
SMILES	KCNQ2 block	Kir21 inh
CCOc1ccccc1NC(=O)c1ccccc1-c1ccccc1	-5.6*	-4.8*
COc1ccccc1CN(C)C(=O)c1sccc1-c1ccccc1	-6.5*	-5.4*
O=CC1=C(c2ccccc2)Oc2ccccc2O1	i	-7.6*

Complete entries, quoted from the list.
`CCn1c2ccccc2c2cc(NC(=O)CSc3nnc(-c4ccccc4OC)n3N)ccc21` is listed with KCNQ2 block: i; Kir21 inh: -0.91
`CCCNC(=O)NC(=O)COc1ccc2oc3ccccc3c2c1` is listed with KCNQ2 block: i; Kir21 inh: 1.4
